TAAR1 antag: antagonists of human TAAR1. CHO RD-HGA16 TAAR1, Fluo-8 calcium fluorescence, antagonist. inhibition, % at 3 µM. 1.5% of 360,000 active;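 active means inhibition above a per-plate cutoff, the mean inhibition of test compounds on that plate plus 3 SD, cut at about 49% in these data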;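 further: 0% = DMSO plus EC80 beta-PEA response and 100% = DMSO alone without agonist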
Target sequence (Q96RJ0 whole entry, looked up): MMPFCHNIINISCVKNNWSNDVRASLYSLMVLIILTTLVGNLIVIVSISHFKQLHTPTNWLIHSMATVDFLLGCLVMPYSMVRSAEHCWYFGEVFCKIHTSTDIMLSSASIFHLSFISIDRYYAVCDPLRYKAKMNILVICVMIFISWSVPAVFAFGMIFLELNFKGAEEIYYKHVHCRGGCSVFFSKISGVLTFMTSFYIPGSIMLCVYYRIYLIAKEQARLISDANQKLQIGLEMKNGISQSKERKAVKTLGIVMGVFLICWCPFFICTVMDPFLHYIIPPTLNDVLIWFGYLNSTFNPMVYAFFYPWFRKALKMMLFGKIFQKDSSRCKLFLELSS
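test system = CHO RD-HGA16 cells bearing hTAAR1 | replication = singlicate | controls = DMSO-only wells and EC80 β-PEA-stimulated wells | reagent = EC80 β-phenethylamine stimulus | read-out basis = percent inhibition of PEA-evoked calcium signal, max/basal emission ratio | schedule = seeding 17-24 h prior, 75-min 37 °C, 30-min RT dye loading | signal = kinetic Fluo-8 calcium fluorescence measurement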
CHO-K1 Ca PAM: M1 PAM counterscreen hit in parental CHO-K1 cells. activation, % at 3 µM. 0.02% of 360,000 active. ATP EC20, Fluo-8 calcium fluorescence; 0% at ATP EC20, 100% at ATP max;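 active means activation above the run cutoff, the mean activation of all test compounds plus 3 SD, cut at about 40% in these data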;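 further: peak over basal fluorescence ratio in a 140 s read after ATP addition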
GPR7 antagonist: antagonists of human GPR7 (neuropeptides B/W receptor 1); P48145; GPR7-expressing cells, fluorescence antagonist assay; inhibition, % at 4.4 µM; 1.1% of 290,000 active; in the data active means inhibition above about 16%, passing the limit was not always enough;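 further: cells stimulated with the agonist NPW; 0% = agonist with vehicle and 100% = vehicle without agonist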
Target sequence (P48145 whole entry, looked up): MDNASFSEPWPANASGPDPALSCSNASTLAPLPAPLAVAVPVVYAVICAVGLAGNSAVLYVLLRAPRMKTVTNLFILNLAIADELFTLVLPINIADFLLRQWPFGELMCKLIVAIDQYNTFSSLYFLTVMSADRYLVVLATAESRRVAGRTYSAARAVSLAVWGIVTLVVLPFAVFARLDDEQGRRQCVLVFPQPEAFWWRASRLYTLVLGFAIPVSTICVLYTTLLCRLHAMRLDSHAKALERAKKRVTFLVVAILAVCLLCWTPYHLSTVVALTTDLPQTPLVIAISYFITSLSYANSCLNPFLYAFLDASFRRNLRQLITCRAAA
V1R ag counter: activates human V1a receptor in oxytocin agonist counter-screen. P37288. CHO-V1R cells, Fluo-8 calcium fluorescence, agonist mode; 0% DMSO, 100% 3 nM vasopressin. activation, % at 3 µM. 0.25% of 320,000 active. AID 2797;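 active means activation above the mean activation of all tested compounds plus 3 SD, per screening run, cut at about 20% in these data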;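 further: signal is peak over basal fluorescence ratio across a 100 second FLIPR read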
CHO parental Ca: counter-screen for OX1R antagonists: effect in parental CHO cells. parental CHO-K1, ATP-induced calcium, Fluo-8 fluorescence. inhibition, % at 5.6 µM. 0.63% of 330,000 active;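 active means inhibition above that plate's mean sample inhibition plus 3 SD, cut at about 26% in these data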;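 further: 0% = ATP-challenged DMSO wells and 100% = DMSO wells without ATP; some compounds past the cut are filed as inactive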
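Material: Parental CHO cells | Reagent: ATP | Compound dosing: Single nominal dose of 5.6 µM per compound | Detection: Intracellular calcium via Fluo-8 no-wash fluorescent dye | Read-out: % inhibition of ATP-induced calcium mobilization | Benchmarks: Low control ATP plus DMSO, high control DMSO only | Replicates: Singlicate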
CHO-K1 Ca antag: nonselective inhibitor or artifact in parental CHO-K1 cells. ATP-induced calcium, Fluo-8 fluorescence. inhibition, % at 3 µM. 0.6% of 360,000 active. AID 602250;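 active means inhibition above a per-plate cutoff, the plate's mean sample inhibition plus 3 SD, cut at about 24% in these data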;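 further: 0% = DMSO plus EC80 ATP and 100% = DMSO alone without ATP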
CHO-K1 Ca ag: nonselective activator or artifact in parental CHO-K1 cells; Fluo-8 calcium fluorescence; scaled to maximal ATP response, vehicle zero; activation, % at 3 µM; 0.48% of 360,000 active; in the data active means activation above about 15%;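 further: untransfected CHO-K1 host cells lacking M1 receptor as counterscreen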
OXTR agonist: agonists of human oxytocin receptor; P30559; CHO-OTR cells, Fluo-8 calcium fluorescence; normalized: DMSO 0%, oxytocin 100%; activation, % at 3 µM; 0.32% of 320,000 active;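 active means activation above the mean of all tested compounds plus 3 SD, cutoff set per screening run, cut at about 20% in these data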;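 further: peak over basal fluorescence ratio from a 100 s FLIPR kinetic read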
Target sequence (P30559 whole entry, looked up): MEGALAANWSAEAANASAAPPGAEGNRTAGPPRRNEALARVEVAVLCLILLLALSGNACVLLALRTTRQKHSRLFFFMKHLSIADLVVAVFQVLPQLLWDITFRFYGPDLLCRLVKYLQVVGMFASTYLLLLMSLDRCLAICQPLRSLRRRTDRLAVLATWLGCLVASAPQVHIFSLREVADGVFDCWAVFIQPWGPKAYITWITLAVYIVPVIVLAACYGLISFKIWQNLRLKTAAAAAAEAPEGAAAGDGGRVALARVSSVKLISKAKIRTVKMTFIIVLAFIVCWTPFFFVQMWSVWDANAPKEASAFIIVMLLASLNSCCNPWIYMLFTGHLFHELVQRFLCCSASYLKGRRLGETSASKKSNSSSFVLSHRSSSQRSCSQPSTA
OXTR potentiator: potentiators of human oxytocin receptor; CHO-OTR cells, Fluo-8 calcium fluorescence, potentiator mode; 0% = oxytocin EC15, 100% = EC100; AID 2445; 0.061% of 320,000 active; activation, % at 3 µM;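 active means activation above that plate's cutoff, the mean activation of tested compounds plus 3 SD, cut at about 6.6% in these data, passing the limit was not always enough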;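 further: 100% uses oxytocin at 75 nM as the full agonist control; some results filed as inactive read as strong as hits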
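Material: CHO-OTR cells, human receptor; compound dosing: single dose, 3.0 µM nominal final compound concentration; schedule: 6 min compound pre-incubation at room temperature, 100 s kinetic read; measured by: kinetic Fluo-8 calcium fluorescence; read-out basis: % activation vs EC15 and EC100 oxytocin; controls: EC15 oxytocin alone as 0%, 75 nM oxytocin as 100%; replicates: singlicate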
* = called active by the depositor; . = not tested or not shown.

Below each compound – TAAR1 antag, CHO-K1 Ca PAM, GPR7 antagonist, V1R ag counter, CHO parental Ca, CHO-K1 Ca antag, CHO-K1 Ca ag, OXTR agonist, OXTR potentiator
> COc1cccc(C(NC(C)=O)c2nc(-c3cnc4ccccc4c3)cs2)c1 (stereo unspecified)
→ -18, 11, ., ., ., -6, 1.2, ., .
> CCOC(=O)C(Cc1ccccc1)NS(=O)(=O)c1ccc(NC(C)=O)cc1 (stereo unspecified)
→ -14, 22, -19, 0.4, 7, -13, 1.5, 1.3, -11
> NC(=S)Nc1ncc(C(F)(F)F)cc1Cl
→ -4, 15, 6, 0.0, -13, -12, 0.3, -1.0, -7
> COC(=O)CSCC(=O)Nc1cc2c(cc1C(C)=O)OCO2
→ -9, -7, -22, 1.8, -9, 21, -0.2, 0.6, -13
> COCCCNC(=O)CC(NS(=O)(=O)c1ccc(C)cc1)c1ccc(OC)cc1 (stereo unspecified)
→ -14, -4, -4, -0.3, -3, -23, 0.2, -0.9, -4
> O=C(Oc1cccc(-n2cnnn2)c1)c1ccccc1
→ -18, 14, 7, -0.1, -4, -15, 1.0, 0.1, 0
> Cc1ccc(C)c(SCC(=O)NNC(=O)c2ccccc2)c1
→ -3, 21, -18, 2.6, -6, -16, 0.5, 0.9, -6
> CCOC(=O)c1c(SC)[nH]c2c(Cl)cccc2c1=O
→ 4, 15, -12, 1.3, -2, -13, 1.0, 0.3, -2
> COc1ccc(CC(=O)Nc2c(C(=O)N3CCN(c4ncccn4)CC3)oc3ccccc23)cc1
→ -32, 11, 7, 1.0, -35, -6, 1.8, -1.0, -3
> Cn1c(=O)n(CCOc2ccc([N+](=O)[O-])cc2)c2ccccc21
→ -14, -21, -1, 0.5, -14, 2, 2.1, 0.7, -4
> O=C(NC1CCCCC1)c1cc(-c2ccc(F)cc2)on1
→ 4, 3, 8, 0.6, -7, 1, 0.2, 0.4, -11
> CCC(=O)N(CCc1ccccc1C)Cc1cc2ccc(C)cc2[nH]c1=O
→ 60*, -22, 2, 1.4, -23, 9, 0.3, 1.1, -18
> CC(C)(C)c1cc(NC(=O)c2cc(F)c(F)c(F)c2F)no1
→ 4, -8, 4, -1.1, -1, -12, 0.0, -1.9, -2
> CC(=O)c1ccc(S(=O)(=O)N2CCCC2)cc1
→ 4, 21, -7, 0.2, -5, -16, 1.1, 0.0, -2
> Cc1ccc(CNC(=O)Cn2nnc(C(=O)Nc3ccc(Br)cc3)c2N)cc1
→ -18, -27, 3, 0.1, 2, 22, -0.4, 0.6, -8
> CC(=O)N1CCN(C(=O)COC(=O)/C=C/c2ccc(C(F)(F)F)cc2)CC1
→ 6, 8, ., 8.4, -1, -18, 7.2, 9.1, -7
> O=C(/C=C/Sc1ncn[nH]1)c1ccc(Cl)cc1
→ -16, 26, 5, 0.4, -7, -17, -0.1, 0.9, -1
> CCC(C(=O)OCC(=O)Nc1cccc(S(=O)(=O)NC2=NCCCCC2)c1)c1ccccc1 (stereo unspecified)
→ ., ., -9, 3.5, -32, ., ., 2.0, -20
> CCOC(=O)C1=C(COC(=O)CNC(=O)c2ccccc2F)NC(=O)NC1C (stereo unspecified)
→ -31, -6, ., -0.1, -3, -5, 0.7, -1.3, -10
> CC(C)COP(=O)(c1ccc(N(C)C)cc1)C(O)c1ccc(Br)cc1 (stereo unspecified)
→ 2, -4, 10, -0.3, -4, -11, 0.6, -0.3, -7
> CCc1nn(CC(=O)N2CCCCCC2)c(=O)c2cc3ccccc3n12
→ -2, -17, -6, 3.0, -14, 11, 1.8, 4.1, -9
> COC(=O)CSc1nnc(-c2ccc(S(=O)(=O)N3CCC(C)CC3)cc2)o1
→ 2, 24, -3, -0.1, -6, -13, 0.7, -1.2, -3
> CCOc1cc(C2/C(=C(/O)c3ccc(OC)cc3)C(=O)C(=O)N2CC2CCCO2)ccc1O (stereo unspecified)
→ ., ., -11, 1.1, -1, ., ., 0.1, 6
> COc1cc(C(=O)NCCC(=O)NCc2c(F)cc(F)cc2F)cc(OC)c1OC
→ 4, 11, -7, 0.6, -6, -16, 0.2, 1.2, 7
> COc1ccc(/C=C/c2nnc(NC(=O)CSc3ccc(C)cc3)s2)cc1
→ -15, 16, -9, -0.4, -13, -14, 0.6, -0.2, 3
> COc1ccc2c(c1)nc(SCC(=O)C(C)(C)C)n2C
→ -2, 6, 14, -0.2, -9, -7, 0.1, -0.5, 2
> COC(=O)C1=C(C(=O)OC)[C@@H]2Nc3ccccc3[C@@]23C[C@@H](C(=O)OC)N(C(=O)NC2CCCCC2)C3=N1
→ 6, ., ., 0.8, -16, ., ., -0.4, 1
> CCN1CCN(CC(=O)c2cc(Cl)ccc2Cl)CC1
→ -2, 13, -10, 0.2, -14, -12, 1.4, -0.1, -3
> CCOC(=O)C1(CC2CC2)CCN(Cc2cn[nH]c2-c2cccc(F)c2)CC1
→ 5, 21, 1, 1.1, -17, -4, 2.7, 0.5, 0
> Cn1cc(CN2CCC(C(=O)Nc3cccc(-c4cccc(F)c4)c3)CC2)cn1
→ -20, 7, -4, 0.3, -9, -1, 2.0, 0.2, -2
> Cc1cccc(OCCCC(=O)Nc2ccc(S(=O)(=O)Nc3onc(C)c3C)cc2)c1
→ -27, 13, -18, -0.4, -5, -7, -0.6, 0.1, 1
> O=C(NNC(=O)c1cc(-c2ccc(Cl)cc2Cl)nc2ccccc12)Nc1ccccc1
→ 37, -5, 5, 0.0, -17, 3, 0.2, -1.2, -15
> COc1ccc2cc(C(N)=O)/c(=N\NC(=O)c3ccccc3)oc2c1
→ -11, -20, 30, 0.6, -7, 5, 1.3, -1.1, -14
> C=CCNc1nc(Nc2ccc(OC)c(OC)c2)c2sc(-c3ccccc3)cc2n1
→ 0, 9, ., ., ., -11, 1.1, ., .
> COc1ccc(CC(=O)NCC2CCCN(Cc3ccccc3Cl)C2)cc1 (stereo unspecified)
→ -28, 12, -10, ., ., -7, -0.1, ., .
> Cn1c(CNC(=O)CNC(=O)Cc2ccc(Cl)cc2)cc(=O)n(C)c1=O
→ -3, 18, -1, 0.7, 6, -12, 0.1, 0.0, 1
> CC1(C)c2ccccc2N(CC(N)=O)C12C=Cc1ccccc1O2 (stereo unspecified)
→ -30, 13, -22, -0.5, 1, -9, 0.2, 2.2, -4
> CCN(CC(=O)Nc1ccc2c(c1)OCCO2)Cc1cc(=O)oc2c(C)c(C)ccc12
→ 10, -10, 2, 1.1, -21, 5, 1.0, 1.1, -5
> Cc1cc(C)n2nc(C(=O)Nc3ccc(S(=O)(=O)N4CCCCC4)cc3)nc2n1
→ -8, 14, -1, -0.1, -11, -2, 0.7, -0.7, -8
> CCS(=O)(=O)NCc1cn2c(C)csc2n1
→ -8, 10, -3, -0.2, -4, -15, 0.5, 0.3, 0
> CCN(CC)Cc1cc(Nc2c3ccccc3nc3c4ccccc4n(C)c23)cc(CN(CC)CC)c1O
→ -33, 14, ., ., ., -14, -0.4, ., .
> Cc1ccc(CC(CC(=O)NCCc2ccc3c(c2)OCO3)C(=O)O)cc1 (stereo unspecified)
→ -13, 21, -3, 1.0, -10, -11, 0.3, 0.8, -5
> O=S(=O)(Nc1ccc(S(=O)(=O)N2CCCC2)cc1)c1ccc(F)cc1
→ -5, 30, -4, 0.2, -10, -19, 1.5, 0.0, -4
> CCCOc1ccc(/C(O)=C2/C(=O)C(=O)N(CCOC)C2c2cccnc2)cc1 (stereo unspecified)
→ 21, ., -3, -0.1, -7, ., ., -0.6, -19
> CC(C)OCCCN(CC(O)c1ccccc1)CC(O)c1ccccc1 (stereo unspecified)
→ 0, 7, 4, 0.1, -19, -4, 0.0, -1.1, 3
> COc1cc(C)ccc1OCC(=O)Nc1ccccc1N1CCOCC1
→ 15, -6, ., 0.5, -6, -8, 2.5, -0.4, -6
> Cc1ccc(C(=O)N2CCN(S(=O)(=O)c3cc(Br)ccc3Br)CC2)o1
→ 11, -6, -9, 2.5, -23, -22, 2.5, -1.3, 1
> CCCCOC(=O)CCc1n[nH]c(=O)[nH]c1=O
→ -10, 3, 4, 1.5, -8, -3, 0.3, -0.4, -9
> O=C(COC(=O)c1nc(Cl)ccc1Cl)Nc1ccc(Cl)cn1
→ -2, 3, ., -0.1, -15, -15, 1.1, 0.1, -6
> O=S1(=O)CCN(OCc2ccc(F)cc2Cl)CC1
→ 8, -17, -13, 0.1, 10, 13, -0.2, -0.6, 11
> CCCCOc1ccc(C(=O)Nc2ccncc2)cc1
→ 2, 4, 1, 9.4, 42*, 20, 5.8, 11, -30
> O=C(c1ccc(Cl)s1)N1CCCC(N2CCN(c3ccc(F)cc3)CC2)C1 (stereo unspecified)
→ -22, 15, -10, 0.1, -22, -18, 1.2, -0.8, -1

Sorted by length of the SMILES (falling): three of the compounds above
Below each compound – TAAR1 antag, CHO-K1 Ca PAM, GPR7 antagonist, V1R ag counter, CHO parental Ca, CHO-K1 Ca antag, CHO-K1 Ca ag, OXTR agonist, OXTR potentiator
> O=C(COC(=O)c1nc(Cl)ccc1Cl)Nc1ccc(Cl)cn1
→ -2, 3, ., -0.1, -15, -15, 1.1, 0.1, -6
> CC(C)OCCCN(CC(O)c1ccccc1)CC(O)c1ccccc1 (stereo unspecified)
→ 0, 7, 4, 0.1, -19, -4, 0.0, -1.1, 3
> CCS(=O)(=O)NCc1cn2c(C)csc2n1
→ -8, 10, -3, -0.2, -4, -15, 0.5, 0.3, 0

Compound profiles, as listed above:
`COc1ccc2cc(C(N)=O)/c(=N\NC(=O)c3ccccc3)oc2c1` is listed with TAAR1 antag: -11; CHO-K1 Ca PAM: -20; GPR7 antagonist: 30; V1R ag counter: 0.6; CHO parental Ca: -7; CHO-K1 Ca antag: 5; CHO-K1 Ca ag: 1.3; OXTR agonist: -1.1; OXTR potentiator: -14
`COc1cc(C(=O)NCCC(=O)NCc2c(F)cc(F)cc2F)cc(OC)c1OC` is listed with TAAR1 antag: 4; CHO-K1 Ca PAM: 11; GPR7 antagonist: -7; V1R ag counter: 0.6; CHO parental Ca: -6; CHO-K1 Ca antag: -16; CHO-K1 Ca ag: 0.2; OXTR agonist: 1.2; OXTR potentiator: 7

Assay outcomes as filed in PubChem.
